TAAR1 ag – agonists of human TAAR1. Q96RJ0. CHO RD-HGA16 TAAR1, Fluo-8 calcium fluorescence; vehicle wells 0%, saturating PEA agonist 100%. activation, % at 3 µM. 360,000 compounds, 0.99% hits;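 active means activation above the mean activation of all test compounds in the run plus 3 SD, cut at about 38% in these data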
Target sequence (Q96RJ0 whole entry, looked up): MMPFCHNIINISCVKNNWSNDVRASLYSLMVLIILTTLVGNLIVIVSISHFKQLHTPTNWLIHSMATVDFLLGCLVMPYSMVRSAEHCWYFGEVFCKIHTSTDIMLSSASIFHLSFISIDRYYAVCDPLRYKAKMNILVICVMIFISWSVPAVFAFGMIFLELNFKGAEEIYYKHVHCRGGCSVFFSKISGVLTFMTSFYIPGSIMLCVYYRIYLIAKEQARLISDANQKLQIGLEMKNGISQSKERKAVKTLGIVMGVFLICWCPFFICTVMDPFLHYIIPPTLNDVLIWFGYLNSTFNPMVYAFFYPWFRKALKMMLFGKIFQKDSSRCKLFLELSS
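Repeats: no replicates (n 1) | Material: CHO-derived RD-HGA16 cells with stable Gα16 and human TAAR1 | Technique: Kinetic Fluo-8 calcium fluorescence | Schedule: 17-24 h seeding, 75 min 37 °C dye, 30 min RT | Evaluation: % activation from peak over basal fluorescence ratio, DMSO-to-PEA scaled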
M1 antag – antagonists of human M1 muscarinic receptor; P11229; CHO-K1 hM1, Fluo-8 calcium fluorescence, ACh EC80 antagonist; inhibition, % at 3 µM; 360,000 compounds, 1.3% hits; AID 588852;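 active means percent inhibition above its own plate's cutoff, namely the mean of that plate's compound wells plus 3 SD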;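 further: peak over basal fluorescence ratio during 140 s after agonist addition; 0% = ACh EC80 plus DMSO and 100% = DMSO alone without agonist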
TAAR1 antag – antagonists of human TAAR1; Q96RJ0; 360,000 compounds, 1.5% hits; inhibition, % at 3 µM; CHO RD-HGA16 TAAR1, Fluo-8 calcium fluorescence, antagonist;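 active means inhibition above a per-plate cutoff, the mean inhibition of test compounds on that plate plus 3 SD, cut at about 49% in these data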;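 further: 0% = DMSO plus EC80 beta-PEA response and 100% = DMSO alone without agonist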
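Test system: RD-HGA16 CHO cells with stable hTAAR1 and Gα16 / Probe or stimulus: EC80 β-phenethylamine stimulus / Times: seeding 17-24 h prior, 75-min 37 °C, 30-min RT dye loading / Detection: Fluo-8 calcium-sensitive fluorescence / Read-out basis: % inhibition scaled between DMSO and EC80 PEA controls / Repeats: singlicate, one well per test compound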
M1 ag – human M1 muscarinic receptor agonism. AID 588814. activation, % at 3 µM. CHO-K1 hM1, Fluo-8 calcium fluorescence, agonist mode; 0% DMSO, 100% acetylcholine EC100. 360,000 compounds, 0.33% hits. P11229;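 active means activation above the run's mean compound activation plus 3 SD, cut at about 16% in these data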;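 further: peak over basal fluorescence ratio within a 140 s kinetic read after compound addition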
CHO parental Ca – counter-screen for OX1R antagonists: effect in parental CHO cells; 330,000 compounds, 0.63% hits; parental CHO-K1, ATP-induced calcium, Fluo-8 fluorescence; inhibition, % at 5.6 µM; AID 463079;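 active means inhibition above that plate's mean sample inhibition plus 3 SD, cut at about 26% in these data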;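 further: 0% = ATP-challenged DMSO wells and 100% = DMSO wells without ATP; some compounds past the cut are filed as inactive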
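Material: Parental CHO cells | Reagent: ATP | Compound dosing: Single nominal dose of 5.6 µM per compound | Detection: Intracellular calcium via Fluo-8 no-wash fluorescent dye | Read-out: % inhibition of ATP-induced calcium mobilization | Benchmarks: Low control ATP plus DMSO, high control DMSO only | Replicates: Singlicate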
M1 ag parental – counter-screen for M1 agonists: effect in parental CHO-K1 cells; Fluo-8 calcium fluorescence; scaled to maximal ATP response, vehicle zero; activation, % at 3 µM; 360,000 compounds, 0.48% hits; in the data active means activation above about 15%;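 further: untransfected CHO-K1 host cells lacking M1 receptor as counterscreen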
CHO-K1 Ca PAM – M1 PAM counterscreen hit in parental CHO-K1 cells; ATP EC20, Fluo-8 calcium fluorescence; 0% at ATP EC20, 100% at ATP max; activation, % at 3 µM; 360,000 compounds, 0.02% hits;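 active means activation above the run cutoff, the mean activation of all test compounds plus 3 SD, cut at about 40% in these data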;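 further: peak over basal fluorescence ratio in a 140 s read after ATP addition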
CHO-K1 Ca antag – counter-screen for M1 antagonists: effect in parental CHO-K1 cells; ATP-induced calcium, Fluo-8 fluorescence; inhibition, % at 3 µM; 360,000 compounds, 0.6% hits; AID 602250;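 active means inhibition above a per-plate cutoff, the plate's mean sample inhibition plus 3 SD, cut at about 24% in these data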;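 further: 0% = DMSO plus EC80 ATP and 100% = DMSO alone without ATP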
OXTR potentiator – potentiators of human oxytocin receptor | activation, % at 3 µM | CHO-OTR cells, Fluo-8 calcium fluorescence, potentiator mode; 0% = oxytocin EC15, 100% = EC100 | 320,000 compounds, 0.061% hits | P30559;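 active means activation above that plate's cutoff, the mean activation of tested compounds plus 3 SD, cut at about 6.6% in these data, passing the limit was not always enough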;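 further: 100% uses oxytocin at 75 nM as the full agonist control; some results filed as inactive read as strong as hits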
Target sequence (P30559 whole entry, looked up): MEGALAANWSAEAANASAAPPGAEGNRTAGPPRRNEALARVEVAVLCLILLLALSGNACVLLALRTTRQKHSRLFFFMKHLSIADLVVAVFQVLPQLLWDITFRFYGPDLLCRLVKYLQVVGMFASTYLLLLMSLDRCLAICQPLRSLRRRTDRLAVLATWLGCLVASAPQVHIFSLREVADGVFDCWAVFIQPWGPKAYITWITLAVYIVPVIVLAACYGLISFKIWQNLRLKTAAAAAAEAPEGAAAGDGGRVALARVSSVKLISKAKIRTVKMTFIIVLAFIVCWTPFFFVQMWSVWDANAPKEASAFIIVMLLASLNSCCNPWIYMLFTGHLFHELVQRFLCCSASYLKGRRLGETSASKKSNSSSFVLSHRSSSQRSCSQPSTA
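Dosing: Single dose, 3.0 µM nominal final compound concentration | Material: Human OTR in CHO cells | Technique: Kinetic Fluo-8 calcium fluorescence | Benchmarks: EC15 oxytocin alone as 0%, 75 nM oxytocin as 100% | Probe or stimulus: Oxytocin at about EC15, sub-maximal agonist stimulus | Incubation: Compound 6 min at room temperature before oxytocin, 100 s read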
Numbers without * were called inactive; / = not tested or not shown. Random draw from the library, and some 4.2% of all compounds hit somewhere here.

Second line of a record – M1 ag, CHO-K1 Ca antag, CHO parental Ca, CHO-K1 Ca PAM, TAAR1 antag, OXTR potentiator, M1 antag, M1 ag parental, TAAR1 ag
CCOc1ccc(CN2C(=O)c3ccccc3C2C(=O)NCC2CCCO2)cc1 (configuration not stated)
    -4, -5, -15, 6, -9, -10, -2, 0.7, 3
O=C(CCCOc1ccc(Cl)cc1Cl)Nc1ccncc1
    8, -3, -5, -8, 9, -11, 10, 6.9, 10
Cc1cccc(C(=O)Nc2nsc(N)n2)c1
    -9, 3, 2, -16, 5, -1, 2, -0.2, 7
COc1ccc(CCC(=O)N2CCN(S(=O)(=O)c3cccc(Cl)c3)CC2)cc1
    -5, -2, -8, 10, -15, -3, -9, 0.7, 3
Cc1cc(=O)oc2c3c(cc(OCC(=O)N[C@@H](Cc4ccccc4)C(=O)O)c12)OC(C)(C)CC3
    -1, -5, -3, 19, -71, -2, -8, -1.0, 1
CSCCC(NC(=O)COc1ccccc1)C(=O)N1CCCC(C(F)(F)F)C1 (configuration not stated)
    -1, 4, -23, 20, 2, 5, -7, 0.3, 2
CCNc1nc(N)nc(-c2cc(Cl)ccc2OC)n1
    -5, 11, -9, -7, -5, -4, 4, 0.4, 4
CC(=O)Nc1ccc(NCN2C(=O)[C@@H]3[C@H]4CC[C@H](C4)[C@@H]3C2=O)cc1
    0, -15, -3, 18, -7, 0, -14, 1.0, 0
COc1cc(NC(=O)C2CC(=O)NC3=C2C(=O)CC(C)(C)C3)c(OC)cc1Cl (configuration not stated)
    -3, -4, -20, 14, -14, 7, -10, 0.1, 8
CCCc1[nH]nc2c1C(c1cccnc1)C(C#N)=C(N)O2 (configuration not stated)
    0, 6, -5, 19, -6, -9, 14, -0.2, 1
COCCNC(=O)c1snc2ccc(Cl)cc12
    -4, -5, -10, 4, -12, -5, -7, 0.2, 1
CCCC(=O)Nc1c2c(nn1-c1ccc(OC)cc1)CS(=O)(=O)C2
    -4, -9, 6, 17, 5, -6, -7, 0.6, 0
COc1ccc(-c2cc(C(=O)Nc3ccc(NC(C)=O)cc3)[nH]n2)c(C)c1
    4, -2, /, 10, -14, /, -11, 1.4, 3
Cc1ccc(S(=O)(=O)N2CCN(CC(=O)NC(C)c3ccccc3)CC2)cc1 (configuration not stated)
    -2, -12, /, 7, -28, /, 17, 0.2, 1
CCOc1ccccc1C=NNC(=O)C1CC1
    -3, -7, /, 3, -10, /, -7, -0.2, 1
Cc1cc(C)n(-c2ccc(C(=O)OCC(=O)Nc3ccccc3[N+](=O)[O-])cc2)n1
    -3, 7, -13, -3, -6, -8, -5, 0.6, 2
CCC(C)NC(=O)CN1C(=O)COc2ccc(S(=O)(=O)N3CCOCC3)cc21 (configuration not stated)
    3, -1, -9, 3, -33, -3, -1, 5.5, 1
O=C(CN1CCC(c2nc3ccccc3[nH]2)CC1)NCc1ccc2c(c1)OCO2
    -6, -8, -19, 12, 8, -1, -9, 0.1, 9
CCOC(=O)N1CCN(C(=O)c2cccc(S(=O)(=O)Nc3ccc(Br)cc3)c2)CC1
    4, 8, -33, -10, -6, -9, -22, 0.3, 1
COc1ccc(NC(=O)CSc2ncccn2)cc1S(=O)(=O)N1CCCCC1
    0, 15, -5, -2, -8, 2, 10, 0.0, 4
Cc1ccc(S(=O)(=O)N2CC(O)CC2C(=O)O)cc1 (configuration not stated)
    -3, 0, 0, 3, -3, -14, -2, 4.0, 0
COc1ccc2c(CC(=O)N[C@@H](Cc3ccccc3)C(=O)O)cc(=O)oc2c1
    -2, -8, -6, 6, -10, 2, -7, 0.6, 1
C=CCSC(=S)NC1CCS(=O)(=O)C1 (configuration not stated)
    -7, -6, -11, 14, -1, -10, -2, 0.4, 1
COc1ccc2c(c1)nc(SCC(O)c1ccccc1)n2C (configuration not stated)
    -3, 2, 12, -6, -20, -7, 29, 5.1, 4
Clc1ccccc1OCc1nnc2n1CCCCC2
    -4, -8, -14, 8, -31, 0, -15, -0.1, 0
C=CCNC(=S)N1CCN(c2cccc(C(F)(F)F)c2)CC1
    -6, 2, -2, -4, 6, -9, 5, 6.9, 2
COc1ccc2oc(C(=O)OCC(=O)N3CC(C)CC(C)C3)c(C)c2c1 (configuration not stated)
    -3, 4, -25, -3, 16, 7, -2, 0.3, 3
CCC(C(=O)NCCCN1CC(C)CC(C)C1)n1nc(C)c2sc3ccccc3c2c1=O (configuration not stated)
    -5, -18, -29, 11, -18, -2, 2, -0.7, -1
CCn1c(SCC(=O)Nc2ccc(F)cc2)nc2ccccc2c1=O
    -6, -10, -20, 13, -14, -16, -8, 0.0, 3
O=C(COc1ccccc1F)NCC(c1ccc(F)cc1)N1CCOCC1 (configuration not stated)
    -4, -9, -21, 8, 0, -5, -4, -0.1, 1
CCOc1ccc2nc(N(CCCN(C)C)C(=O)c3ccc(S(=O)(=O)N4CCc5ccccc5C4)cc3)sc2c1
    -2, -5, -7, 25, 38, -10, -8, 4.2, 43*
Cc1c(Br)ccc(NC(=O)Cn2nc(-c3cccs3)ccc2=O)c1C
    -2, -11, -22, 6, -7, -13, -21, 0.5, -1
O=C1NC(=O)C2(N1)c1ccccc1-c1ccccc12
    -1, 6, /, 2, -5, /, -5, 3.8, 1
C=CCNC(=S)Nc1cccc2ccccc12
    -7, -22, -7, 22, -4, -3, -7, 0.3, 1
O=c1[nH]sc2ccccc12
    7, -4, /, 4, -7, /, -9, 1.6, 33
COC(=O)c1cc(C(=O)OC)cc(N2C(=O)CN=C2Nc2nc(C)cc(C)n2)c1
    -2, 11, 0, 6, -15, -2, 4, -0.1, -2
O=C(NC(Cc1ccccc1)C(=O)N1CCN(c2ccccn2)CC1)c1ccco1 (configuration not stated)
    -6, -7, -19, 17, 7, 5, -8, 0.8, 5
CC1CCN(c2ccc3nnc(CCC(=O)Nc4ccc(F)c(F)c4)n3n2)CC1
    -4, -14, -19, 5, -26, -21, 12, -0.1, -2
CN1CCN(NC(=O)c2ccc(Cl)c(S(=O)(=O)Nc3ccc(Cl)cc3)c2)CC1
    -2, 5, -20, -1, -25, 3, -1, 0.5, 1
Nc1c(C(=O)N2CCCCC2)sc2nc3c(cc12)CCCC3
    -2, -8, -30, 8, -2, 0, -12, 0.3, -2
Cc1ccccc1NC(=O)COC(=O)c1ccc(S(C)(=O)=O)c([N+](=O)[O-])c1
    -4, 4, 5, -9, 5, -9, 4, 0.1, 7
COc1ccc(/C=C/C(=O)OCC(=O)NC2CCCCCC2)cc1
    -4, -10, /, 23, 10, /, -10, 4.6, 1
COC(=O)[C@H](Cc1c[nH]c2ccccc12)NC(=O)Nc1ccccc1OC
    -1, -9, -9, 15, 23, -15, -5, 5.5, 9
CCC1COCCS(=O)(=O)N1Cc1cccc(C(F)(F)F)c1 (configuration not stated)
    -1, -14, -12, 18, 2, -12, -18, -0.8, 3
COC(=O)c1cnn(-c2nc(OC)cc(OC)n2)c1C
    -9, 0, -6, 11, -6, -7, -9, 0.1, -1
CCOC(=O)[C@H]1[C@H]2COc3ccc(Br)cc3[C@@H]2N2C(=O)CN(Cc3ccco3)C(=O)[C@@]12C
    0, -1, -24, -1, -1, -4, 2, 0.5, 11
Cc1ccc(S(=O)(=O)N2[C@@H](c3cccc(C)c3)C(C(=O)O)=C[C@H]2C(C)(C)C)cc1
    -4, 7, -10, -4, -4, -6, -17, 0.5, 4
COc1ccc(CCNC(=O)C/C(C)=N/NC(=O)C(c2ccccc2)c2ccccc2)cc1OC
    -4, -1, -23, 5, -16, -16, 12, 3.3, 2
CC(=O)NC(NC(C)=O)c1ccc(Br)cc1
    -3, -7, -5, 23, /, -6, -10, 0.0, /
COc1ccc(/C=N/NC(=O)CNC(=O)/C=C/c2ccccc2OC)cc1
    -6, -16, -20, 7, -4, -7, -8, 1.8, 5
C=C[C@@H]1c2cccc(C)c2N(S(=O)(=O)c2ccc(C)cc2)[C@H](c2ccccc2)C1(C#N)S(=O)(=O)c1ccccc1 (some centres not stated)
    -2, -20, -21, 17, 17, 5, -10, 0.2, 8
COCCN(CCOC)Cc1cc(=O)oc2cc(C)c(Cl)cc12
    -2, 23, /, -3, -6, /, -2, 0.3, 1
CSc1nc2sccc2c(=O)[nH]1
    -7, -10, -11, 16, -3, -5, -4, 0.8, 7
Cc1cc2ncc(S(C)(=O)=O)c(N)n2n1
    -5, -14, 9, 10, -19, 0, -13, 0.7, 2
COC(=O)CC1COc2ccccc2N1C(=O)/C=C/c1ccccc1 (configuration not stated)
    1, -10, -15, -1, -6, -10, -3, -0.6, -2
CC1CC(N(C(=O)c2ccccc2Cl)c2ccccc2)c2ccccc2N1 (configuration not stated)
    -5, -11, -21, 22, -20, -5, -8, 0.0, 0
CCCCC(=O)Nc1ccc(C(=O)N2CCC(C(=O)OCC)CC2)cc1
    -6, -3, -3, 18, -1, 3, -6, 0.3, 9
Cc1ccc(NC(=O)CN2CCN(C)CC2)cc1S(=O)(=O)N1CCOCC1
    -5, 3, -7, 0, 5, 9, 16, 0.1, 0
Cc1cc(Nc2ccccc2)n(-c2ccc(Br)cc2)n1
    -5, -10, -21, 20, 29, -13, -1, 0.2, 13
CC(=O)Nc1cc2c(cc1NC(=O)Cn1nc(-c3ccccc3)ccc1=O)OCCO2
    -4, -4, -8, 7, -3, -7, -4, 0.5, 0

Continuation:
Second line of a record – M1 ag, CHO-K1 Ca antag, CHO parental Ca, CHO-K1 Ca PAM, TAAR1 antag, OXTR potentiator, M1 antag, M1 ag parental, TAAR1 ag
Cc1ccc(S(=O)(=O)N2CCN(CC(=O)N/N=C/c3ccccc3OCC(=O)O)CC2)cc1
    /, /, -12, /, -31, -10, /, /, -2
Cc1ccc(C)c(OCC(O)CNC2CCCC2)c1 (configuration not stated)
    -7, -10, -10, 7, 5, -4, -4, 1.5, 4
COC(=O)Oc1c(Br)c(=O)oc2ccccc12
    -2, 5, 4, 15, /, -7, -13, 0.6, /
CCC(=O)N1CCN(c2ccccc2NC(=O)c2ccc(-c3cccc([N+](=O)[O-])c3)o2)CC1
    -4, 4, -23, -4, 55*, -12, 20, 3.5, 12
C=CC[C@H]1CC(C)=C[C@H](CC=C)N1
    -8, -1, -9, 24, -1, -16, -7, 0.7, 2
COc1ccc(C(=O)COC(=O)C(C)N2C(=O)C3C4CCC(C4)C3C2=O)cc1 (configuration not stated)
    -1, -5, -20, -3, 0, -19, -6, 1.7, 1

From PubChem
